Screening data deposited in PubChem by several laboratories.
T cell HTS: modulates CD8 T cell binding to vesicles. actives 0.068% (n = 330,000). 2C CD8+ T cell-vesicle binding, flow cytometry; active compounds read low. calls only at 7 µM;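 active = response, share of CD8 T cells binding vesicles, and their 90th percentile fluorescence all below set limits, cut at about 80% in these data, passing the limit was not always enough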
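material = purified 2C TCR transgenic mouse naive CD8+ T cells | controls = Unloaded micro-vesicles (low), QL9 vesicles with 0.7% DMSO (high) | detection = cytometric PE anti-B7-1 and Alexa647 anti-CD8 signals after 1% paraformaldehyde fixation | incubation = binding step 1.5 h, 37 °C, antibody labelling 20 min, ice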
Ins promoter up: MIN6 insulin promoter up-regulation; z-score at 5 µM; actives 0.3% (n = 190,000); MIN6 insulin promoter-GFP reporter, high-content imaging; active compounds read high; AID 1625;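 active = z-score above 3 at 5 µM with at least 500 cells counted in the well; inconclusive = wells under 500 cells, flagged as cytotoxic or low count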
Myeloid diff MLP: myeloid differentiation induction. AID 624256. actives 1% (n = 360,000). ER-HoxA9 myeloid progenitors, lysozyme-GFP differentiation, flow cytometry. calls only at 10 µM;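 active = normalized GFP-positive differentiation at or above the plate's own cutoff, the solvent-only control mean plus 3 SD; inconclusive = no clear call, values can overlap the other calls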;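 also: cells exposed to compound for four days before flow analysis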
TNAP activators: human TNAP enzyme activators, primary screen, biochemical, luminescent, no phosphate acceptor, uHTS (AID 1001); purified TNAP, luminescent activation assay, no phosphate acceptor; higher activation fold means a stronger effect; one-dose activation fold at 20 µM; EC50 in µM for titrated hits; actives 0.03% (n = 200,000); in the data active = activation fold from about 3, or a potency from the dose series; inactive = the rest, 99 in 100 with activation fold below about 1.6; also: many of its hits are not listed in these tables
bCat nuc transl: modulators of beta-catenin nuclear translocation. actives 0.3% (n = 190,000). nuclear translocation activity, % at 5 µM. HeLa beta-catenin nuclear translocation, immunofluorescence imaging;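 active = nuclear translocation activity above 50% at 5 µM, with a well cell count of 50 or more; inconclusive = wells under 50 cells across six images, flagged as toxic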;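 also: per-cell ratio of nuclear to cytoplasmic median beta-catenin stain intensity; plate controls were DMSO negative control for no effect and GSK-3 inhibitor IX positive control for full effect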
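test system = HeLa cells, endogenous beta-catenin | dosing = single 5 µM dose plus 0.02–20 µM confirmation series | times = compound treatment 24 h, 37°C, 5% CO2 | technique = beta-catenin immunofluorescence imaging with DAPI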
human PMI inhibition: MPI enzyme activity inhibition – biochemical, fluorescence intensity, coupled assay, primary screen (AID 1209). purified PMI enzyme, coupled fluorescence intensity; higher % means a stronger effect. inhibition, % at 20 µM; hits with a dose series show IC50 in µM. actives 0.42% (n = 190,000); in the data active = inhibition above about 50%;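 also: plate controls were DMSO vehicle for no effect and wells lacking substrate for full effect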
Hep lipid drop: hepatic lipid droplet formation modulation | inhibition, % at 6.5 µM | actives 0.4% (n = 240,000) | AID 1656 | AML12 mouse hepatocytes, oleate lipid droplets, BODIPY imaging;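 active = lipid droplet intensity inhibited by at least 50%, with more than 500 cells counted; inconclusive = wells with under 300 cells, treated as cytotoxic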
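Assay system: AML12 mouse liver cells | Compound: 6.5 µM single-point dosing | Schedule: Overnight exposure | Technique: Fluorescence imaging, 20x objective, two fields per well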
MT stabilize HCS: stabilizes microtubules in HeLa cells; HeLa tubulin immunostaining HCS, 24 h; share of cells brighter than vehicle mean+2SD; % tubulin-high responders, % at 10 µM; actives 0.83% (n = 200,000); AID 2205;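 active = plate Z-score above 3 for both tubulin-high and condensed-nucleus cell shares, with cell loss under 80%, at 10 µM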;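 also: anti alpha tubulin signal scored within the nucleus-defined area of each cell; some results filed as inactive read as strong as hits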
Dynein cargo inh: dynein cargo transport inhibition. 3617.4 mouse cells, GR-EGFP nuclear translocation imaging; test concentration mostly 20 µM; stimulated with dexamethasone, 1 µM; active compounds read low. z-score, hits read low. actives 0.47% (n = 220,000). AID 1381;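 active = plate z-score of nuclear minus cytoplasmic receptor signal below a set negative limit, without overly bright fluorescence or cell loss, cut at about -3.5 in these data, passing the limit was not always enough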;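 also: z-score of nuclear minus cytoplasmic ring GR-EGFP intensity difference per well; some compounds called inactive have numbers as strong as hits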
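medium = tetracycline-free induction medium containing charcoal-stripped FBS | also added = 1.0 µM final dexamethasone stimulus | schedule = 48 h induction, 1 h compound, 30 min dex at 37 °C | technique = fixed, Hoechst-stained cells imaged at 10x for EGFP | measure = GR-EGFP nuclear translocation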
Dynein cargo inh cytoplasmic EGFP: recorded beside Dynein cargo inh, whose call it bears; z-score; measured here: cytoplasmic GR-EGFP intensity; active compounds read high
Dynein cargo inh nuclear GR-EGFP: further read-out of Dynein cargo inh, marked with its call; z-score; measured here: nuclear GR-EGFP intensity;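 lower value marks the stronger effect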
Dynein cargo inh cell count: also measured in Dynein cargo inh; calls as there; z-score; measured here: cell count per field
Ins promoter up cell count: also measured in Ins promoter up; calls as there; cell count; measured here: cytotoxicity, nuclei count;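 total cells summed across four imaged fields per well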
Hep lipid drop cells 6.5 µM: further read-out of Hep lipid drop, marked with its call; cell count; measured here: cell count, cytotoxicity flag;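 cells counted across two imaged fields per well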
bCat nuc transl cell count 5 µM: second read-out of bCat nuc transl, no call of its own (marks repeat the call); cell count; measured here: cell count, cytotoxicity flag
T cell HTS vesicle-bound %: further read-out of T cell HTS, marked with its call; double positive events, %; measured here: CD8+ vesicle-bound cell fraction;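 binding gate set so that unloaded-vesicle control wells show 10% double positive cells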
MT stabilize HCS Hoechst-high %: also measured in MT stabilize HCS; calls as there; % Hoechst-high responders; measured here: nuclear condensation Hoechst responders;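 share of cells brighter than vehicle mean plus two SD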
MT stabilize HCS cytotoxicity %: also measured in MT stabilize HCS; calls as there; toxicity, %; measured here: cytotoxicity by cell density;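 0% = mean cell density of plate MIN control wells and 100% = no cells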
Myeloid diff MLP GFP+ MAC1+ %: second read-out of Myeloid diff MLP, no call of its own (marks repeat the call); GFP+ MAC1+ double positive, %; measured here: differentiation confirmed by MAC1 staining
* marks the source's active call; other numbers are inactive results; i = inactive; ? = inconclusive; nt = not tested or not shown.

SMILES	T cell HTS	T cell HTS vesicle-bound %	Ins promoter up	Ins promoter up cell count	Myeloid diff MLP	Myeloid diff MLP GFP+ MAC1+ %	TNAP activators	bCat nuc transl	bCat nuc transl cell count 5 µM	human PMI inhibition	Hep lipid drop	Hep lipid drop cells 6.5 µM	MT stabilize HCS	MT stabilize HCS Hoechst-high %	MT stabilize HCS cytotoxicity %	Dynein cargo inh	Dynein cargo inh cytoplasmic EGFP	Dynein cargo inh nuclear GR-EGFP	Dynein cargo inh cell count
O=C1OCCC1Sc1nnc(-c2ccccc2Cl)n1Cc1ccccc1 (stereo not drawn)	i	16	0.12	1222	i	0.5	1.1	-0.7	938	-12%	-14	690	1.8	2.9	11	1.4	-0.24	0.73	-1.2
CN1CCC(C2(O)c3ccccc3CCc3ccccc32)CC1	i	13	-0.53	1236	i	0.1	1.1	nt	nt	1%	-3	663	3.1	2.4	6.1	-0.6	-0.21	-0.66	0.84
Cc1cc(C)c2[nH]c(=O)c(CN(CC3CCCO3)C(=O)c3cnccn3)cc2c1 (stereo not drawn)	i	8	2.2	1257	i	0.6	1	2.5	585	1%	nt	nt	4.2	2.7	8.3	-0.53	-0.21	0.013	-0.31
Cc1cc(Cl)c(S(=O)(=O)Nc2ccc3c(c2)OCO3)cc1OCC(N)=O	i	34	0.69	1362	i	1.0	1.1	-0.9	1158	4%	-12	735	4.0	2.4	8.6	-0.79	-0.26	-0.53	0.82
NC(=O)CSc1nnc(-c2cccnc2)n1CCc1ccccc1	i	27	1.1	1487	i	0.7	1.1	-2.3	1431	3%	nt	nt	1.5	2.0	6.9	-0.97	-0.22	-0.2	0.91
CCN(C(=S)NCCOC)c1cccc2ccccc12	i	40	-3.1	1174	i	0.5	1.2	3.3	926	3%	-5	684	5.3	1.8	5.0	0.74	-0.039	0.61	-0.45
O=C1CC(N2CCN(c3ccccn3)CC2)C(=O)N1CC(c1ccccc1)c1ccccc1 (stereo not drawn)	i	9	nt	nt	i	0.5	1.1	0.2	1005	-4%	-4	747	1.8	2.3	7.6	0.0028	-0.11	0.42	0.15
CCn1cc(C(=O)N(CCCN2CCOCC2)Cc2ccco2)c(=O)c2ccc(C)nc21	i	48	0.98	1081	i	1.1	1	2.5	886	3%	6	707	5.7	2.5	14	0.48	-0.17	0.71	-0.26
C#CCNC(=O)C1=C[C@@H](C)C[C@@H](OCc2ccc(CO)cc2)O1	i	38	nt	nt	i	1.6	1.1	-3.3	1146	-2%	5	712	3.7	0.8	2.1	-0.75	-0.18	-0.095	0.04
COc1ccc(C(=O)NCC(C)(C)SCc2c(C)cc(C)cc2C)cc1	i	22	-0.74	782	i	2.3	1.1	1.4	1314	8%	nt	nt	1.6	1.6	6.0	2	-0.094	0.88	-1.8
COc1ccc(/C=N/NC(=O)c2cc(C34CC5CC(CC(C5)C3)C4)[nH]n2)cc1O	i	49	-0.05	1858	i	0.9	0.1	-0.7	1086	13%	5	625	2.5	2.0	8.6	-0.3	-0.19	-0.3	-0.36
CCN(CC)C(=O)c1cn(-c2ccccc2)nc1-c1ccc2c(c1)OCCO2	i	35	1.5	1407	i	0.7	1	1.0	1433	3%	1	730	4.8	2.4	8.3	-0.56	-0.31	0.037	0.74
C=CC(=O)NN(C)c1ncc(C(F)(F)F)cc1Cl	i	32	-1.3	1244	i	0.0	1.1	1.5	1521	14%	-4	651	4.2	1.5	2.0	-1.7	-0.25	-1.1	1.1
CCn1ncc(CN2CCCC(CNC(=O)c3ccc(F)cc3)C2)c1C (stereo not drawn)	i	37	-0.13	1011	i	0.6	1.1	-0.2	1527	nt	-17	625	1.9	1.5	3.0	1.1	-0.17	0.39	-0.72
CCOC(=O)c1c(C)[nH]c(C(=O)Cn2nnc(-c3ccccc3Cl)n2)c1C	i	45	-0.21	1116	i	1.0	1.1	-3.1	916	9%	nt	nt	2.4	2.7	7.5	0.38	-0.18	0.046	-0.17
COc1ccc(N2CCN(C(=O)c3cn(C4CCCC4)c(=O)c4c3c3ccccc3n4C)CC2)cc1	i	34	-2.2	1114	i	0.7	1.1	nt	nt	7%	10	784	1.3	1.0	10	0.035	-0.0026	0.35	-0.71
O=c1cc(O)c2sc3nc(-c4cccnc4)cc(C(F)(F)F)c3c2[nH]1	i	40	0.2	1258	i	0.5	1.1	-0.9	941	6%	-4	688	1.3	3.0	16	0.64	-0.25	0.35	0.84
COc1ccc(C2(C(N)=O)CCCCC2)cc1OC	i	54	2.3	1330	i	0.9	1	-2.2	822	5%	nt	nt	2.3	2.2	15	1.5	-0.28	1.4	-1.3
O=C(c1ccc(COc2ccccc2Br)cc1)N1CCCCC1	i	41	0.23	796	i	0.5	1.1	-3.4	1109	9%	9	787	2.5	2.1	7.1	0.29	-0.18	0.19	0.35
Cc1cc(C(=O)CSc2nnc(-c3ccccc3)n2C)c(C)n1C	i	16	-0.04	818	i	0.4	1	nt	nt	3%	-6	686	1.9	1.9	1.5	0.56	-0.21	0.57	-0.95
NC(CC(=O)O)c1ccc(F)cc1 (stereo not drawn)	i	52	0.36	1495	i	0.3	1.1	-0.4	1109	8%	14	716	1.8	2.8	7.2	0.2	-0.26	-0.08	0.82
Cc1nc(N2CCN(c3ccccc3)CC2)c2c3c(sc2n1)CCC3	nt	nt	?	nt	nt	nt	1.1	2.9	641	-3%	nt	nt	nt	nt	nt	nt	nt	nt	nt
CCN(Cc1cc2cc(OC)ccc2[nH]c1=O)C(=O)Cc1ccc(OC)cc1	i	47	2	1214	i	0.9	1	nt	nt	21%	0	776	0.7	1.7	16	-0.6	-0.2	0.34	0.55
CCOC(=O)NC(=O)/C(C#N)=N\Nc1cccc(OC)c1	i	51	0.41	1566	i	0.4	1.1	-2.9	1033	-4%	-12	650	1.3	1.1	8.7	-0.54	0.027	-0.13	0.26
CCC(C(=O)Nc1ccc(C)cc1)c1ccccc1 (stereo not drawn)	i	51	0.12	1573	i	1.0	1	-3.4	1078	-1%	9	647	2.1	1.8	9.5	0.0015	-0.23	0.13	0.033
CCOc1ccc(-c2nc(-c3cccs3)c(CC(=O)O)s2)cc1OC	i	38	-1.6	1564	i	1.2	1	1.1	969	-4%	9	687	2.8	1.2	9.8	0.35	-0.086	0.86	-1.7
CCOC(=O)c1nnn(-c2nonc2N)c1-c1ccc(C)cc1	i	52	-0.45	1598	i	0.6	1.1	-3.2	1363	10%	nt	nt	2.0	1.6	1.0	0.98	-0.16	-0.14	-1
CC(=O)c1cn(CC(=O)Nc2ccc(C)c(C)c2)c2ccccc12	i	61	-0.76	1240	i	1.0	1.1	-2.2	1125	-2%	-15	671	4.1	2.1	10	-0.013	-0.16	0.074	0.17
COc1cc(-c2noc(CCC(=O)Nc3cccnc3)n2)cc(OC)c1OC	i	10	1.4	1216	i	1.7	1.1	-1.4	1068	3%	nt	nt	4.8	2.5	2.5	1.3	-0.32	1.2	-0.072
O=C(C1CCCO1)N1CCN(C(=S)Nc2ccc(F)cc2)CC1 (stereo not drawn)	i	41	0.56	1218	i	0.8	1	-0.1	558	1%	-2	572	2.1	2.6	13	0.9	-0.17	0.54	0.08
CCOc1ccc2nc(Cl)c(C3CC(c4ccco4)=NN3S(C)(=O)=O)cc2c1 (stereo not drawn)	i	24	-0.39	1315	i	0.2	nt	1.5	1167	nt	0	727	nt	nt	nt	-0.54	-0.14	-0.38	0.14
CN(C)c1ccc(C(=O)N2CCCC2)cc1	i	45	0.11	1116	i	0.1	1.2	2.7	998	-6%	36	695	2.1	3.0	6.4	-1.3	-0.33	-0.24	0.77
CCCOC(=O)c1ccc(NS(=O)(=O)c2cccs2)cc1	i	23	-1.1	992	i	0.6	1.1	-2.8	1245	8%	nt	nt	1.5	1.7	10	-0.9	-0.18	-0.55	0.7
C=C(C(=O)O)C1CCC2(C)CCCC(C)(O)C2C1 (stereo not drawn)	i	26	0.31	879	i	1.2	nt	-0.8	1268	nt	10	736	nt	nt	nt	-0.94	-0.83	-0.26	0.34
Clc1ncnc2scc(-c3ccccc3)c12	i	64	-0.13	1866	i	6.2	1	-3.0	1114	1%	-33	655	2.0	1.9	8.0	-1.9	0.063	-0.4	0.6

Entries of single compounds, quoted from the list. Screens in order: T cell HTS	T cell HTS vesicle-bound %	Ins promoter up	Ins promoter up cell count	Myeloid diff MLP	Myeloid diff MLP GFP+ MAC1+ %	TNAP activators	bCat nuc transl	bCat nuc transl cell count 5 µM	human PMI inhibition	Hep lipid drop	Hep lipid drop cells 6.5 µM	MT stabilize HCS	MT stabilize HCS Hoechst-high %	MT stabilize HCS cytotoxicity %	Dynein cargo inh	Dynein cargo inh cytoplasmic EGFP	Dynein cargo inh nuclear GR-EGFP	Dynein cargo inh cell count
CCC(C(=O)Nc1ccc(C)cc1)c1ccccc1 (stereo not drawn) across the screens: i	51	0.12	1573	i	1.0	1	-3.4	1078	-1%	9	647	2.1	1.8	9.5	0.0015	-0.23	0.13	0.033
COc1cc(-c2noc(CCC(=O)Nc3cccnc3)n2)cc(OC)c1OC across the screens: i	10	1.4	1216	i	1.7	1.1	-1.4	1068	3%	nt	nt	4.8	2.5	2.5	1.3	-0.32	1.2	-0.072
